dFosB act: activators of delta FosB homodimer, primary screen, biochemical, fluorescence polarization, TAMRA-CDK5 oligo, single point; Protein FosB (Mus musculus), P13346; purified delta FosB; percent of positive-control signal above neutral wells; activation, % at 25 µM; actives 0.99% (n = 340,000);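 active = mean activation above about 17%, with every replicate also reaching it, limit read from the data, passing the limit was not always enough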;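 also: fluorescence polarization rise as delta FosB binds a TAMRA Cdk5 AP-1 oligo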
PKA-R1A activ: activators of PKA-R1A holoenzyme, primary screen, biochemical, fluorescence polarization, Cy5-IP20, bovine R1A, mouse PKAc; cAMP-dependent protein kinase type I-alpha regulatory subunit (Bos taurus) + …; PKA-R1A dissociation; scaled: DMSO 0%, 113 µM cGMP 100%; activation, % at 11.4 µM; actives 0.083% (n = 340,000); AID 504707, 2011;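 active = percent activation above the mean of all tested compounds plus 3 SD, cut at about 19% in these data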;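 also: higher means more PKAc released from R1A so a rise in polarization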
MITF TRPM1 HTS: activators of MITF-driven TRPM1 promoter reporter, primary screen, cell-based, SK-MEL-5, luciferase, single point; SK-MEL-5 TRPM1-promoter luciferase, 24 h; % of positive control, neutral wells = 0; activation, % at 12.5 µM; actives 0.75% (n = 300,000);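 active = mean activation of at least 80% with every replicate also reaching 80%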;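 also: 0% = neutral control wells and 100% = parthenolide positive control wells; values of inactives mirror those of a sister screen read the other way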
CDK5 p35 inh: inhibitors of human CDK5/p35 kinase, primary screen, biochemical, single concentration; Cyclin-dependent kinase 5 (Homo sapiens) + Cyclin-dependent kinase 5 activator 1 (Homo …; Recombinant CDK5/p35, ADP-Glo luminescence, 60 min; inhibition, % at 10 µM; actives 0.01% (n = 330,000); AID 488839, 2010;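 active = highest replicate inhibition of at least 50% and at least 75% of replicates reaching 50%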;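 also: plate controls were DMSO neutral control for no effect and GW8510 at 10 µM for full effect; many of its hits are not listed in these tables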
Pemphigus Ab inh: inhibitors of pemphigus antibody binding to DSG3, primary screen, biochemical, bead-based, flow cytometry, scFv-GFP. DSG3-coupled beads, scFv-anti-DSG3-GFP binding; stronger effect = lower value. actives 0.48% (n = 310,000). binding (percent of control), % at 10 µM. Desmoglein-3 (Homo sapiens), P32926;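 active = binding more than 3 SD below its plate's average and above zero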;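 also: hits lower antibody fragment binding to DSG3; some compounds called inactive have numbers as strong as hits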
NSD2 HMT inh: NSD2 histone methyltransferase inhibitors, primary screen, biochemical, AlphaScreen, single concentration, set 2. inhibition, % at 12.5 µM. NSD2 peptide methylation, 120 min. AID 743445, 2014. Histone-lysine N-methyltransferase NSD2 (Homo sapiens), O96028. actives 0.54% (n = 310,000); in the data active = inhibition above about 50%
Target sequence (O96028 whole entry, looked up): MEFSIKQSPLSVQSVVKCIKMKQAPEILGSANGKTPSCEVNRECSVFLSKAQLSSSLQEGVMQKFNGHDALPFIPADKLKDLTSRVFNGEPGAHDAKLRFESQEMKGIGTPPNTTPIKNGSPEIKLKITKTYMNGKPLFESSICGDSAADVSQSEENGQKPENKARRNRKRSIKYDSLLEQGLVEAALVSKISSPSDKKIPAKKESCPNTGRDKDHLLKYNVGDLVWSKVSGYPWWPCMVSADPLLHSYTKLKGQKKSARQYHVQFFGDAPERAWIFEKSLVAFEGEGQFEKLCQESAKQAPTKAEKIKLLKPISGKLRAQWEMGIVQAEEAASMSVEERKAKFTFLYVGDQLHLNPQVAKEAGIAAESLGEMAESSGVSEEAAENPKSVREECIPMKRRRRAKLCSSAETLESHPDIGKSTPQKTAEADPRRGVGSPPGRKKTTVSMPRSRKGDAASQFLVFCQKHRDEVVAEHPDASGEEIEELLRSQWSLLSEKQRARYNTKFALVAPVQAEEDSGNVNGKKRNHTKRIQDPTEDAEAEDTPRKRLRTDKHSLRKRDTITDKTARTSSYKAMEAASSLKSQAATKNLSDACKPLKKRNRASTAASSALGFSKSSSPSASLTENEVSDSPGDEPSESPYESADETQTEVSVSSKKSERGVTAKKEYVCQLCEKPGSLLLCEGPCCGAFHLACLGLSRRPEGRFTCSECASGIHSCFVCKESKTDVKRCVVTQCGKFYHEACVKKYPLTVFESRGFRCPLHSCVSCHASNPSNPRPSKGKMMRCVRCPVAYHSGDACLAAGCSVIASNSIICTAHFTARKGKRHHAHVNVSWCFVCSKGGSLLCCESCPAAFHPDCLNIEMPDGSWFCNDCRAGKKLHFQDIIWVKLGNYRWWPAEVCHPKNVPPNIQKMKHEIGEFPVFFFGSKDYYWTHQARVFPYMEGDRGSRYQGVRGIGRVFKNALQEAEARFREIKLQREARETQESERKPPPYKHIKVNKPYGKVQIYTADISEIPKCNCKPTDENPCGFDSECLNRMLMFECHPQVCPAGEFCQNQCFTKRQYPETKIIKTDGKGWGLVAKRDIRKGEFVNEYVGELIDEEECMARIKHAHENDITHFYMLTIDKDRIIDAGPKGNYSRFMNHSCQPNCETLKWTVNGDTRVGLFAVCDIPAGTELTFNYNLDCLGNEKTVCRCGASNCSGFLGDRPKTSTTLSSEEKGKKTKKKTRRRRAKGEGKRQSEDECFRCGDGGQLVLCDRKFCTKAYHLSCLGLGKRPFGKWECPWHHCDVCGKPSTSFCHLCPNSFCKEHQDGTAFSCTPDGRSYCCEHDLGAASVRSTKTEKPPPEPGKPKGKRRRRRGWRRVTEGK
SR-BI DiI inh: inhibitors of SR-BI mediated HDL lipid uptake, primary screen, ldlA[mSR-BI] cells, fluorescence, single point; Scavenger receptor class B member 1 (Mus musculus), Q61009; ldlA[mSR-BI] CHO cells, DiI-HDL uptake fluorescence, 3 h; inhibition, % at 12.5 µM; actives 0.96% (n = 320,000); AID 488896, 2010;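 active = mean replicate inhibition of at least 70% and a set share of replicates each scoring 70 or more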;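 also: 0% = median of neutral control wells and 100% = median of positive control wells; values of inactives mirror those of a sister screen read the other way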
PKA-R2B activ: activators of PKA-R2B holoenzyme, primary screen, biochemical, fluorescence polarization, Cy5-IP20, human. cAMP-dependent protein kinase catalytic subunit beta (Homo sapiens) + cAMP-dependent …. PKA-R2B holoenzyme dissociation; R2B truncated from residue 108, S112A mutant; 0% DMSO only, 100% 113 µM cGMP. activation, % at 11.4 µM. actives 0.079% (n = 340,000). AID 504700, 2011;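 active = activation above a cutoff set at the mean over all compounds plus 3 SD, cut at about 18% in these data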;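 also: higher means more holoenzyme dissociation and a rise in polarization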
SR-BI uptake up: activators of SR-BI mediated DiI-HDL uptake, primary screen, ldlA[mSR-BI] CHO cells, DiI fluorescence; 3 h; 100 = double the neutral-control signal; activation, % at 12.5 µM; actives 0.096% (n = 320,000);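 active = mean replicate activation of at least 60% and every replicate at or above 60%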;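 also: 0% = median plate neutral-control signal and 100% = twice that signal; values of inactives mirror those of a sister screen read the other way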
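system = CHO ldlA[mSR-BI] cells, LDL receptor-null, SR-BI overexpressing | medium = Ham's F12 with 0.5% BSA, HEPES 25 mM, pH 7.4 | probe or stimulus = DiI-HDL 10 µg/mL | compound dosing = single-point compound dose | incubation = compound exposure 3 h, 37 °C | technique = DiI fluorescence, bottom read | read-out = cell-associated DiI fluorescence as measure of HDL uptake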
SUMO Mot1 rescue: yeast Mot1-301 growth rescue at high temperature, primary screen, SUMOylation pathway inhibitor project, S. cerevisiae, ATP luminescence, 38.5C. growth rescue, % at 18.8 µM. actives 1% (n = 320,000). S. cerevisiae Mot1-301 growth rescue; percent above DMSO median, 100 means doubled. AID 2716, 2010;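 active = every valid replicate shows activation above 250% relative to neutral control wells; inactive = the rest, any valid replicate at or below 250%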;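 also: OY570 slx delta 5 strain wells were the positive control but not used for scaling; some compounds called inactive have numbers as strong as hits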
Arr AP2 block: inhibitors of beta-arrestin/AP2 binding, primary screen, biochemical, GPCR trafficking, flow cytometry; actives 0.31% (n = 340,000); AID 504490, 2011; inhibition, % at 10 µM; FITC-arrestin peptide / GST-AP2 beads; AP2 beta2 appendage carries R879A mutation;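 active = inhibition above a set limit, near 3 SD of compounds lacking own fluorescence, cut at about 54% in these data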;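 also: plate controls were DMSO wells for no effect and 5 µM unlabelled arrestin peptide for full effect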
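System: GST-AP2 R879A bound to glutathione beads, E. coli-expressed. Also added: 50 nM FITC-arrestin peptide. Schedule: compound with beads 12 min RT, then probe 1 h RT. Signal: bead flow cytometry, FITC channel. Read-out basis: percent response.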
* = called active by the depositor; x = not tested or not shown. Compounds were not picked by outcome (roughly 4.7% active in at least one column).

smiles,dFosB act,PKA-R1A activ,MITF TRPM1 HTS,CDK5 p35 inh,Pemphigus Ab inh,NSD2 HMT inh,SR-BI DiI inh,PKA-R2B activ,SR-BI uptake up,SUMO Mot1 rescue,Arr AP2 block
Cc1ccc(CN2CCNC(=O)C2CC(=O)N(C)CCc2ccccc2)cc1 (stereo not drawn),-6,-4,-3,0.3,121,5,-8,-16,8,-6,-14
CCOC(=O)COc1ccc(C(=O)c2ccccc2)c(O)c1,-1,-4,5,0.0,110,0,-10,-4,10,-12,0
O=C(NCCNc1nccc(C(F)(F)F)n1)c1cccs1,-6,-3,14,1.0,x,0,-12,2,12,-16,29
COC(CN1C(=O)C(O)=C(C(C)=O)C1c1ccccn1)OC (stereo not drawn),1,-2,9,0.9,103,-2,-22,-1,22,-9,10
CCOC(=O)C(NC(C)=O)(NC(C)C)C(F)(F)F (stereo not drawn),6,-12,-1,0.2,x,-8,12,3,-12,-3,-10
O=C(NNC(=O)c1ccncc1)NC1CCCCC1,0,-1,x,2.8,103,-2,-4,0,4,-17,14
Cc1nc2n(c(=O)c1CCN1CCC(c3noc4cc(F)ccc34)CC1)CCCC2,-4,10,0,-0.9,99,x,8,-1,-8,661,16
Cc1ccc(/C=N/NC(=O)c2cccc(NC(=O)c3ccccc3Cl)c2)o1,-8,-2,-2,-1.3,96,1,48,3,-48,-18,17
O=C(NC(=S)NNC(=O)[C@H]1C[C@@H]1c1ccccc1)c1ccc(F)cc1,-7,-3,x,0.5,95,1,-8,1,8,-30,12
CCc1cc(=O)oc2cc(C)cc(OC(C)C(=O)NCc3ccncc3)c12 (stereo not drawn),-10,1,-5,-0.5,97,1,8,-4,-8,-1,-3
CCCN1CCC(NC(=O)Nc2ccccc2C(=O)OC)CC1,-1,-6,-1,0.1,97,6,8,-2,-8,-10,4
Cc1ccc(NC(=O)C2(C)Cc3ccccc3C(=O)O2)cc1 (stereo not drawn),-5,1,3,-1.9,106,1,-19,2,19,-6,1
Nc1ccc(-c2nc3ccccc3o2)cc1,-10,3,0,0.7,109,0,34,-3,-34,4,34
Cc1cccc(C)c1NC(=O)CNC(=O)c1ccncc1,0,1,-14,2.1,98,-2,-14,3,14,3,4
Cc1ccc(C)c(Cn2c3ccccc3c3cnn(CC(=O)NCc4ccccn4)c(=O)c32)c1,21*,-4,4,-6.5,99,2,26,-5,-26,-8,-1
COc1cc(C(=O)C(=O)c2ccc(O)c(OC)c2)ccc1O,-2,-7,7,0.1,105,1,-19,-3,19,247,-5
Cc1cc(C)c(C(=O)OCc2csc(CC(=O)Nc3ccccc3C)n2)c(C)c1,-15,-4,4,-0.1,101,-8,-2,-11,2,-6,-8
COc1ccc(S(=O)(=O)N2CCc3cc(OC)c(OC)cc3C2)cc1,-8,-10,4,0.1,92,-3,49,-2,-49,0,1
Cc1sc(-n2c(C)cc(/C=N/n3cnnc3)c2C)c(C#N)c1C,-9,5,-14,-2.2,106,-2,22,0,-22,10,-1
COc1ccc(O)c(/C=N/NC(=O)c2cccc(N3CCCC3=O)c2)c1,7,17,-27,-0.7,97,-1,89*,3,-89,-9,39
COC(=O)c1ccc(Oc2nc(NC(C)C)nc(NC(C)C)n2)cc1,-10,-3,-5,0.0,95,6,x,-6,x,2,-1
CCCCNC(=O)c1onc(CSc2cc(C)cc(C)c2)c1C(=O)O,8,0,-4,0.8,95,x,-26,-15,26,12,-4
COC(=O)Cc1[nH]nc2c1C(c1ccc(O)c(OC)c1)C(C#N)=C(N)O2 (stereo not drawn),-8,1,5,-0.9,91,x,x,-3,x,80,-10
Cn1nc(-c2ccc(Cl)cc2)c2cc(C(=O)NCC3CCCO3)sc21 (stereo not drawn),-57,6,-16,0.5,102,x,87*,2,-87,-4,12
Cc1ccc(NC(=O)c2sc3nc(C)cc(C)c3c2N)cc1,-10,-14,83*,-1.2,112,17,30,8,-30,18,13
Cc1ccc(S(=O)(=O)NC(=O)c2ccc(Br)o2)c(C)c1,-1,-14,13,1.4,96,x,-15,-5,15,-3,2
CCC(=O)N1CCN(c2ccc(NC(=S)NC(=O)c3ccc(OC)c([N+](=O)[O-])c3)cc2)CC1,-7,-1,4,-0.4,101,0,64,-4,-64,x,-5
COc1ccccc1OCc1csc(N)n1,-2,2,9,0.3,104,-1,-19,-1,19,-8,3
Cc1cccc(NC(=O)c2ccc(OCc3c(C)noc3C)cc2)c1,-12,1,32,0.1,104,-7,73*,-1,-73,-3,-8
N#Cc1c(C(F)(F)F)cc(C2CC2)nc1N1CCCC1,3,-4,-14,2.2,104,-1,15,4,-15,2,33

Shown field by field: 2 of the compounds above.
COc1cc(C(=O)C(=O)c2ccc(O)c(OC)c2)ccc1O
  dFosB act = -2; PKA-R1A activ = -7; MITF TRPM1 HTS = 7; CDK5 p35 inh = 0.1; Pemphigus Ab inh = 105; NSD2 HMT inh = 1; SR-BI DiI inh = -19; PKA-R2B activ = -3; SR-BI uptake up = 19; SUMO Mot1 rescue = 247; Arr AP2 block = -5
COc1ccc(S(=O)(=O)N2CCc3cc(OC)c(OC)cc3C2)cc1
  dFosB act = -8; PKA-R1A activ = -10; MITF TRPM1 HTS = 4; CDK5 p35 inh = 0.1; Pemphigus Ab inh = 92; NSD2 HMT inh = -3; SR-BI DiI inh = 49; PKA-R2B activ = -2; SR-BI uptake up = -49; SUMO Mot1 rescue = 0; Arr AP2 block = 1

(next part)
smiles,dFosB act,PKA-R1A activ,MITF TRPM1 HTS,CDK5 p35 inh,Pemphigus Ab inh,NSD2 HMT inh,SR-BI DiI inh,PKA-R2B activ,SR-BI uptake up,SUMO Mot1 rescue,Arr AP2 block
Cc1ccccc1CSc1nnc(-c2ccncc2)o1,-7,1,28,-0.4,96,-3,5,7,-5,11,-2
CCCc1cc(=O)[nH]c(SCC(=O)Nc2sc3c(c2C#N)CCC(C)C3)n1 (stereo not drawn),-11,-8,26,-0.2,107,5,9,-15,-9,-8,-6
CCNC(=S)N/N=C1\CCCCc2ccccc21,-21,5,10,-0.3,92,0,21,3,-21,-4,6
CN1CCN(NC(=O)CSc2ccc(Cl)cc2Cl)CC1,0,-1,6,-1.2,97,-2,-8,0,8,-22,7
O=S(=O)(NC1CCCCC1N1CCN(c2ccc(F)cc2)CC1)c1ccccc1 (stereo not drawn),-7,10,18,1.5,x,1,-1,-2,1,-3,32
COCCN(C(=O)c1cc(-c2ccc(F)cc2)nc2ccccc12)c1c(N)n(CC(C)C)c(=O)[nH]c1=O,-9,-2,-1,-0.9,102,-1,-29,-2,29,x,5
CCOC(=O)c1cc(CC)sc1/N=C/C1=C(O)CC(C)(C)CC1=O,-15,12,-9,-0.6,106,x,-10,-9,10,9,0
C/C(=N\NC(=O)c1nnn(-c2nonc2N)c1-c1ccc2c(c1)OCO2)c1ccc(C)cc1,32*,-9,3,-0.8,101,-4,16,-9,-16,25,28
COc1ccc(/C=C2\SC(=O)N(CC(=O)NC3C=CS(=O)(=O)C3)C2=O)cc1 (stereo not drawn),41*,-5,-1,x,90,-5,-7,-12,7,3,-13
Cc1ccc(NC(=O)CN(C)C(=O)c2cc(-c3ccco3)nc3ccccc23)cc1,-8,1,-2,0.0,97,3,6,-17,-6,-14,16
Cc1[nH]c(C)c(S(=O)(=O)NCc2ccc(N(C)C)cc2)c1C(=O)N1CCCC1,-2,3,-5,-0.6,100,3,-8,-4,8,1,37
CCN(CC(=O)Nc1ccc(OC)c(OC)c1)S(=O)(=O)c1ccc(C)cc1,-11,-5,4,-0.3,101,x,10,0,-10,174,13
Cc1cc(C)c(C)c(S(=O)(=O)N2CCN(C(=O)c3ccccc3OCc3c(C)noc3C)CC2)c1C,-11,-4,1,0.2,97,-1,19,4,-19,2,12
O=C(CC1C(=O)NCCN1Cc1ccccc1C(F)(F)F)NCCn1cccn1 (stereo not drawn),-5,-7,0,1.2,104,6,-7,5,7,54,3
O=C(CN1CCN(c2ccccc2O)CC1)Nc1cc([N+](=O)[O-])ccc1Cl,-14,-4,-9,0.9,85,x,x,-2,x,-22,42
CCOC(=O)Cc1csc(-n2sc3ccccc3c2=O)n1,-9,6,13,-0.2,44*,-2,3,-16,-3,73,7
Cc1[nH]c2ccccc2c1/C=N/Nc1ccc([N+](=O)[O-])cc1S(=O)(=O)Nc1ccc(Cl)cc1,-8,-9,-12,1.5,114,2,83*,-12,-83,5,19
Cn1cccc1/C=N/NC(=O)Cc1cccc2ccccc12,-14,-8,-10,-1.9,88,7,-6,-1,6,22,x
Cc1cccc(-n2c(SCC(=O)NCc3ccco3)nc3ccccc3c2=O)c1,-8,-4,x,0.9,98,22,-26,-3,26,137,21
Cc1ccc(CNC(=O)Cn2cnc3c(OCc4ccccc4)ncnc32)o1,-2,-1,3,-2.4,94,x,-7,1,7,-17,1
O=C(CN1C(=O)c2ccccc2S1(=O)=O)c1cccc(Br)c1,4,0,-38,-1.0,x,1,19,-8,-19,135,20
O=C(NC1CCCC1)C(c1ccc(N2CCOCC2)cc1)N(Cc1ccccc1)C(=O)c1ccco1 (stereo not drawn),-5,-3,-2,-0.5,107,-2,-12,-4,12,3,-3
O=C(COc1ccccc1)Nc1ncn[nH]1,5,-18,-11,-0.2,103,-2,x,-3,x,24,23
COc1cc(=O)oc(-c2ccccc2)c1C(C)=O,-5,-10,-7,-0.1,117,0,-29,0,29,209,-6
COc1ccc(CNC(=O)COC(=O)/C=C/c2ccc(Cl)cc2)cc1,-6,-1,0,0.7,117,-3,-9,7,9,39,5
Cc1ccc(C)c(NC(=O)CSc2nncn2C)c1,-2,-5,x,2.0,124,-2,-12,-3,12,-12,14
